# Screening data from PubChem BioAssay.
# AMA1 RON2 block: AMA1-RON2 (P. falciparum) interaction inhibition | AID 720542 | AlphaScreen AMA1-biotinylated RON2 peptide binding | 360,000 compounds, 0.2% hits | Potency, µM (titrated, usually from 58.2 µM), inactives show top-dose activity change, negative = inhibition, usual class: inhibitors;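 further: potency means the concentration at half of the fitted maximal effect; 0% = vehicle wells and -100% = peptide control; nearly all actives have a fitted effect of over 45% in size; some results filed as inactive show a strong effect at the top dose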
#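 AMA1 (3D7) with his tag at 25 nM final met compounds first, then biotinylated RON2 peptide at 25 nM; detection used donor plus acceptor beads, 10 µg/mL apiece, read by AlphaScreen after 30 min at room temperature.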
# LmPK inh: LmPK (Leishmania mexicana) enzyme inhibition | 290,000 compounds, 0.37% hits | AID 1721 | Potency, µM (top dose mostly 57.5 µM), for inactives: at the highest dose activity change, negative = inhibition, usual class: inhibitors | purified LmPK, Kinase-Glo ATP luminescence, 1 h; further: potency means the concentration at half of the fitted maximal effect; on the % scale 0 is the no-effect control and ±100 the full control effect
# Target sequence (Q27686 whole entry, looked up): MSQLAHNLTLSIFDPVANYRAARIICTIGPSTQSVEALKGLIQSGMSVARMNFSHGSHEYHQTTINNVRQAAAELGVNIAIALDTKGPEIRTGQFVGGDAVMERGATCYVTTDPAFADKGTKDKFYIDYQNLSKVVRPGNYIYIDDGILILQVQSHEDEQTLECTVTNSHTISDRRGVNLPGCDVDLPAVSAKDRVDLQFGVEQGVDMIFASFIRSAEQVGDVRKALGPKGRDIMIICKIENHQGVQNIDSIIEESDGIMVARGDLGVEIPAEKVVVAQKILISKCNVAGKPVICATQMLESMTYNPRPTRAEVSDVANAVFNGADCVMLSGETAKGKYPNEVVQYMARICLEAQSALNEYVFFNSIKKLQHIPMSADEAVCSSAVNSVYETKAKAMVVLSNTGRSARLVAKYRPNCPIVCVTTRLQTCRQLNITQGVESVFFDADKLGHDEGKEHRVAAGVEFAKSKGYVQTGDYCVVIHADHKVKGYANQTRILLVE
#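 Screened at intermediate enzyme activity to detect both inhibitors and activators: LmPK at 0.1 nM, with a 0.5 nM enzyme column as activation reference. PEP 0.5 mM, ADP 0.1 mM; ATP detected by luminescence after 1 h.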
# Pf growth 96h: P. falciparum growth inhibition at 96 hour, primary screen for plastid delayed-death inhibitors. P. falciparum luciferase reporter growth, 96 h. Potency, µM (series often up to 28.7 µM), for the others: top-dose activity change, negative = inhibition, most hits filed as inhibitors. 320,000 compounds, 6.9% hits. AID 504834; further: potency means the concentration at half of the fitted maximal effect; on the % scale 0 is the no-effect control and ±100 the full control effect
#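 Compounds incubated with erythrocytes infected by luciferase-expressing P. falciparum (2% hematocrit, 0.05% parasitemia final) for 96 hours, 37 C in 5% CO2. Growth inhibition scored as decreased luciferase luminescence.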
# CHX counter: counter-screen for Shiga toxin inhibitors: cycloheximide protein synthesis inhibition; cell reporter, cycloheximide protein synthesis inhibition counterscreen; max response, %; 300,000 compounds, 12% hits; AID 2314; in the data active means max response mostly above about 13%, no sharp cut-off; inactive means mostly below about 14%; further: read at 38.3 µM for the half of the compounds with a filed dose; 0% is about no effect
# Shiga inhibitor: inhibitors of Shiga toxin in Vero cells | Vero cells, Shiga toxin protein synthesis inhibition reporter | inhibition, % at 38.7 µM | 290,000 compounds, 9.2% hits | AID 2315; in the data active means inhibition mostly above about 28%, no sharp cut-off; inactive means mostly below about 43%; further: 0% is about no effect
# Pf growth 48h: P. falciparum growth inhibition at 48 hours (one generation) | 310,000 compounds, 5.9% hits | AID 504832 | Potency, µM (top dose mostly 28.7 µM), inactives show top-dose activity change, negative = inhibition, usual class: inhibitors | P. falciparum luciferase growth in erythrocytes, 48 h; further: potency means the concentration at half of the fitted maximal effect; on the % scale 0 is the no-effect control and ±100 the full control effect
#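 Read-out is firefly luciferase luminescence from an integrated reporter in P. falciparum, so falling signal marks reduced parasite growth. Infected erythrocytes were at 2% hematocrit and 0.1% parasitemia (final) in Albumax-supplemented RPMI 1640.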
# TbPYK inhibitor: blocks Trypanosoma brucei pyruvate kinase | AID 624173 | TbPYK enzyme, Kinase-Glo Plus ATP luminescence, 45 min | 410,000 compounds, 0.12% hits | Potency, µM (top dose mostly 76.8 µM), for inactives: at the highest dose activity, negative = inhibition, most hits filed as inhibitors | Q57TT1; further: potency means the concentration at half of the fitted maximal effect; on the % scale 0 is the no-effect control and ±100 the full control effect; nearly all actives have a fitted effect of over 50% in size
#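 T. brucei PYK with substrate was exposed to pin-transferred compounds across a concentration series, then started with 130 uM ADP (final). After 45 min at room temperature, Kinase-Glo Plus luminescence was read, normalized and curve-fitted.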
# * marks the source's active call; other numbers are inactive results; ? = inconclusive; / = no result given; & = joins results of further samples; [ ] = remark or other dose. Unless noted, the call rests on the fitted dose curve; in most records, active means well fitted curve in the direction sought with a large enough effect; inconclusive means small, poorly fitted or top-dose-only effect, or another doubt; inactive means no such curve, though single readings can be large; an effect the other way counts as inactive or inconclusive.
nr | SMILES | AMA1 RON2 block | LmPK inh | Pf growth 96h | CHX counter
1 | O=C(O)CCC(=O)NC(c1ccccc1)c1ccccc1 | 10% | 0% | -21% | -3
2 | C#CCSc1nc(-c2ccccc2)cc(C(F)(F)F)c1C#N | 16% | -3% | 16% | 1
3 | CCCc1nc2ccccc2c(=O)n1/N=C/c1ccc(O)c(O)c1 | -2% | 2% | ? | -1
4 | O=C(CCc1ccc(S(=O)(=O)N2CCOCC2)cc1)NCCCN1CCCC1=O | 0% | -1% | ? | -11
5 | CCOc1ccc(NC(=O)C2CCC(N3C(=O)C4CC=CCC4C3=O)CC2)cc1 (configuration not stated) | 0% | 6% | 22% | 2
6 | CCOC(=O)c1[nH]c2ccc(OC)cc2c1NC(=O)CCN1CCCC(C)C1 (configuration not stated) | 12% | -6% | ? | 0
7 | O=C(CSc1nc(-c2ccccc2Cl)ns1)c1ccc(Cl)cc1 | -4% | 0% | 11% | -2
8 | Cc1cccc(C(=O)NCC(=O)NCCCSc2ccccc2)c1 | 6% | / | 11% | /
9 | Clc1ccc(C2=NNC(=NCC3CCCO3)SC2)cc1 (configuration not stated) | 28% | -7% | ? | 60*
10 | CCOC(=O)N1CCN(C(=O)COC(=O)c2ccc(S(=O)(=O)N(CC)CC)cc2)CC1 | 20% | / | 21% | /
11 | Cn1c(SCc2c(Cl)cccc2Cl)nc(C(F)(F)F)cc1=O | 7% | -1% | 54%[activator] | -1
12 | CCCCOC(=O)CCc1nc2ccccc2[nH]c1=O | 0% | -2% | -9% | -3

nr | Shiga inhibitor | Pf growth 48h | TbPYK inhibitor
1 | 14 | 30% | -7%
2 | 20 | ? | -1%
3 | -8 | 0% | -11%
4 | -10 | -8% | 1%
5 | 20 | ? | -11%
6 | -13 | 8% | -13%
7 | -10 | 4% | 0%
8 | / | -8% | -2%
9 | 160* | 104%[activator] | -23%
10 | / | 23% | 2%
11 | -16 | 3% | 0%
12 | -10 | / | -1%

# Next section, overlapping the part above by 3 compounds.
nr | SMILES | AMA1 RON2 block | LmPK inh | Pf growth 96h | CHX counter
10 | CCOC(=O)N1CCN(C(=O)COC(=O)c2ccc(S(=O)(=O)N(CC)CC)cc2)CC1 | 20% | / | 21% | /
11 | Cn1c(SCc2c(Cl)cccc2Cl)nc(C(F)(F)F)cc1=O | 7% | -1% | 54%[activator] | -1
12 | CCCCOC(=O)CCc1nc2ccccc2[nH]c1=O | 0% | -2% | -9% | -3
13 | Cc1ccc(/C=N/NC(=O)CCn2nc(C)cc2C)c(C)c1 | -7% | 0% | 0% | -2
14 | CCCCNC(=O)CCn1nc(-c2ccc(C)cc2)c2ccccc2c1=O | -1% | 4% | -19% | 2
15 | Cc1ccccc1OCc1nnc(SCCN2CCCC2)n1-c1ccccc1 | 10% | 5% | ? | 1
16 | N#Cc1c(N2CCN(C(=O)c3ccccc3)CC2)nc(-c2ccccc2)c2c1CCCC2 | 8% | -3% | 13µM* | -1
17 | CCOc1ccccc1OCCCC(=O)N1CCN(S(=O)(=O)c2cccc(F)c2)CC1 | 6% | 5% | / | 5
18 | Cc1cccc(C(=O)N/N=C2\CS(=O)(=O)N(C)c3ccsc32)c1 | 86%[activator] | 3% | ? | 2
19 | CCOC(=O)CC(NC(=O)CCS(=O)(=O)c1ccc2c(c1)n(C)c(=O)c(=O)n2C)c1ccc(C)cc1 (configuration not stated) | -2% | -11% | ? | -12
20 | C[C@H](NC(=O)N1CCn2c1nc1ccccc12)C(=O)NC1CCCCC1 | 102%[activator] | 0% | -18% | 12
21 | CCN(CC(=O)Nc1ccc2c(c1)OCCO2)C(=O)COc1cc(C)ccc1Cl | 24% | / | -21% | /
22 | N=c1c2c(-c3ccccc3)c(-c3ccccc3)oc2ncn1Cc1ccco1 | -25% | 2% | ? | -4
23 | O=C(c1ccc(CS(=O)c2cccc(Cl)c2)o1)N1CCN(C2CCCCC2)CC1 (configuration not stated) | -18% | -10% | ? | -7
24 | Cc1ccc(SCCNC(=O)/C=C/c2ccc([N+](=O)[O-])cc2)cc1 | ? | 3% | 24% | 1

nr | Shiga inhibitor | Pf growth 48h | TbPYK inhibitor
10 | / | 23% | 2%
11 | -16 | 3% | 0%
12 | -10 | / | -1%
13 | 24 | 13% | 5%
14 | -4 | -15%[0.00184 µM] | 0%
15 | -28 | ? | -10%
16 | -7 | / | 3%
17 | -11 | ? | 0%
18 | -6 | ? | 4%
19 | -3 | 10% | 0%
20 | -3 | -15% | -10%
21 | / | 12% | -12%
22 | -1 | ? | -1%
23 | -2 | 3% | 5%
24 | -19 | 19% | -3%

# Going on with the list:
nr | SMILES | AMA1 RON2 block | LmPK inh | Pf growth 96h | CHX counter
25 | CC(C)Cc1cc(C(=O)Nc2ccc(F)cc2F)no1 | 8% | -21% | ? | 56*
26 | CCN1CCN(CCCNC(=O)CS(=O)(=O)Cc2nc(-c3cccc(OC)c3)oc2C)CC1 | 6% | 1% | 2% | -1
27 | COc1ccccc1C(=O)NCCSCc1ccccc1Cl | -19% | -1% | 2.9µM* | 8
28 | NC(=O)c1cc(Cl)ccc1OCC(=O)Nc1ccc2c(c1)OCO2 | 10% | / | 361%[activator] | /
29 | COc1ccc(OCCNC(=O)c2cc(C3CC3)nc3c2cnn3C(C)C)cc1 | 0%[11.6 µM] | / | ? | /
30 | O=C(CSc1nc(O)c(Cc2ccccc2)c(=O)[nH]1)c1ccccc1 | 0% | 0% | 3% | 6
31 | CCN1CCN(C(=S)Nc2ccccc2Cl)CC1 | 3% | -8% | / | -1
32 | CCOc1ccc(C2=Nn3cnnc3SC2)cc1 | -6% | -7% | 0% | 16
33 | COCCN(CCOC)S(=O)(=O)c1ccc(C(=O)Nc2ccc([N+](=O)[O-])cc2OC)cc1 | -11% | 2% | ? | -5
34 | CCC(=O)c1ccc(OCc2ccc(C(=O)OC)o2)c(OC)c1 | -4% | 10% | 0% | 28*
35 | O=C(Nc1ccc(NC(=O)c2sc3ccccc3c2Cl)cc1Cl)c1ccco1 | 4% | 5% | 0% | 22
36 | CCn1c(SCC(=O)N(C)C2CCS(=O)(=O)C2)nnc1-c1cccs1 (configuration not stated) | -5% | 7% | 4% | -2

nr | Shiga inhibitor | Pf growth 48h | TbPYK inhibitor
25 | 90* | 77%[activator] | 2%
26 | -8 | 3% | 2%&2%
27 | 32 | 7.4µM* | -5%
28 | / | 442%[activator] | -7%
29 | / | 13µM* | 4%
30 | -4 | 46%[activator] | 4%
31 | 3 | 13% | -6%
32 | -1 | 29% | -2%
33 | 0 | 17% | -16%
34 | 52 | -38% | -6%
35 | -14 | 50%[activator] | 2%
36 | -1 | 6% | 4%

# Compound profiles, from the list above. Values in the order: AMA1 RON2 block	LmPK inh	Pf growth 96h	CHX counter	Shiga inhibitor	Pf growth 48h	TbPYK inhibitor
# NC(=O)c1cc(Cl)ccc1OCC(=O)Nc1ccc2c(c1)OCO2 across the screens: 10%	/	361%[activator]	/	/	442%[activator]	-7%
# O=C(CSc1nc(O)c(Cc2ccccc2)c(=O)[nH]1)c1ccccc1 across the screens: 0%	0%	3%	6	-4	46%[activator]	4%
# CCN1CCN(CCCNC(=O)CS(=O)(=O)Cc2nc(-c3cccc(OC)c3)oc2C)CC1 across the screens: 6%	1%	2%	-1	-8	3%	2%&2%

# (further entries)
nr | SMILES | AMA1 RON2 block | LmPK inh | Pf growth 96h | CHX counter
37 | C=CCc1ccc(OCC(O)COCC)c(OC)c1 (configuration not stated) | -8% | 3% | 87%[activator] | 36*
38 | COc1ccc(C(CNC(=O)c2cccc(S(=O)(=O)N3CCCCC3)c2)N2CCCC2)cc1 (configuration not stated) | 4% | / | 10µM* | /
39 | CSc1ccccc1C(=O)Nc1ncc(C)s1 | 0% | 2% | 16% | 5
40 | Cn1c(NCCCO)nc2c(c1=O)C1(CCCCC1)Cc1ccccc1-2 | -2% | 3% | -12% | 2
41 | CCOC(=O)c1sc(NC(=O)c2ccccc2OCC)nc1C | 5% | 3% | 6% | 36*
42 | O=C(CN(C(=O)CNC(=O)c1ccco1)c1ccc(Cl)c(Cl)c1)NC1CCCCC1 | -10% | 1% | ? | -1
43 | Cn1nccc1C(=O)NC(=S)Nc1sc2c(c1C#N)CCCCC2 | 5% | -2% | 234%[activator] | 17
44 | CC1CC(=S)Nc2ccccc2N1C(=O)Nc1ccccc1 (configuration not stated) | -5% | -4% | ? | 9
45 | Cc1cc(C)c2sc(N(CCN(C)C)C(=O)c3ccc4ccccc4c3)nc2c1 | 0% | -3% | -8% | 18
46 | C/[N+]([O-])=C\CC(=O)c1ccc(-c2ccccc2)cc1 | 0% | 7% | 4% | 24*
47 | CCN(CC)c1ccc(/C=C2\C(=O)NC(=O)N(Cc3ccco3)C2=O)cc1 | -11% | 10% | -20% | 1
48 | O=[N+]([O-])c1cccnc1N1CCOCC1 | -4% | -3% | 0% | -1

nr | Shiga inhibitor | Pf growth 48h | TbPYK inhibitor
37 | 127* | 161%[activator] | -11%
38 | / | ? | 0%
39 | 17 | / | 4%
40 | -11 | / | -1%
41 | 69 | -7% | -3%
42 | -2 | ? | 5%
43 | 34 | 106%[activator] | -10%
44 | 15 | 3.3µM* | 2%
45 | 37 | -21% | 2%
46 | 20 | ? | -7%
47 | -1 | -16% | -9%
48 | -4 | 34%[activator] | 2%

# (continued)
nr | SMILES | AMA1 RON2 block | LmPK inh | Pf growth 96h | CHX counter
49 | CN(C(=O)CSc1ncnc2sccc12)C1CCCCC1 | -4%[11.6 µM] | / | 59%[activator] | /
50 | CCN1CCN(CC(=O)NC2CCCC2)C(=O)C1=O | 5% | 3% | -1% | -4
51 | Cc1ccccc1N | -2% | / | ? | /
52 | O=C(NCC1CCCO1)c1onc(CSc2ccc(F)cc2)c1C(=O)O (configuration not stated) | -3% | 2% | 2% | -2
53 | CCC(C)(C(=O)NC1CCCCC1)N(Cc1cccs1)C(=O)CC1NC(=O)NC1=O (configuration not stated) | 6% | 4% | 0% | -3

nr | Shiga inhibitor | Pf growth 48h | TbPYK inhibitor
49 | / | 89%[activator] | 5%
50 | -7 | / | 1%
51 | / | 23% | 7%
52 | -9 | -8% | 3%
53 | -10 | 13% | -6%
